Screening results (PubChem)
SR-BI DiI inh = inhibitors of mouse SR-BI mediated HDL lipid uptake; ldlA[mSR-BI] CHO cells, DiI-HDL uptake fluorescence, 3 h; inhibition, % at 12.5 µM; 0.96% of 320,000 active; AID 488896;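 active = mean replicate inhibition of at least 70% and a set share of replicates each scoring 70 or more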;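 also: 0% = median of neutral control wells and 100% = median of positive control wells; values of inactives mirror those of a sister screen read the other way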
CDK5 inh = blocks human CDK5/p35 kinase activity; Recombinant CDK5/p35, ADP-Glo luminescence, 60 min; inhibition, % at 10 µM; 0.01% of 330,000 active; AID 488839;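 active = highest replicate inhibition of at least 50% and at least 75% of replicates reaching 50%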;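 also: plate controls were DMSO neutral control for no effect and GW8510 at 10 µM for full effect; many of its hits are not listed in these tables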
PKA-R2B act = PKA-R2B complex activation | P22694+P31323 | PKA-R2B holoenzyme dissociation, Cy5-IP20 fluorescence polarization; R2B truncated from residue 108, S112A mutant; 0% DMSO only, 100% 113 µM cGMP | activation, % at 11.4 µM | 0.079% of 340,000 active;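 active = activation above a cutoff set at the mean over all compounds plus 3 SD, cut at about 18% in these data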;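 also: higher means more holoenzyme dissociation and a rise in polarization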
dFosB activator = enhances mouse delta FosB homodimer DNA binding. P13346. purified delta FosB, TAMRA-CDK5 oligo fluorescence polarization; percent of positive-control signal above neutral wells. activation, % at 25 µM. 0.99% of 340,000 active. AID 493131;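 active = mean activation above about 17%, with every replicate also reaching it, limit read from the data, passing the limit was not always enough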;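 also: fluorescence polarization rise as delta FosB binds a TAMRA Cdk5 AP-1 oligo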
NSD2 inh = inhibitors of human histone methyltransferase NSD2. inhibition, % at 12.5 µM. NSD2 peptide methylation, AlphaScreen, 120 min. 0.54% of 310,000 active; in the data active = inhibition above about 50%
Target sequence (O96028 whole entry, looked up): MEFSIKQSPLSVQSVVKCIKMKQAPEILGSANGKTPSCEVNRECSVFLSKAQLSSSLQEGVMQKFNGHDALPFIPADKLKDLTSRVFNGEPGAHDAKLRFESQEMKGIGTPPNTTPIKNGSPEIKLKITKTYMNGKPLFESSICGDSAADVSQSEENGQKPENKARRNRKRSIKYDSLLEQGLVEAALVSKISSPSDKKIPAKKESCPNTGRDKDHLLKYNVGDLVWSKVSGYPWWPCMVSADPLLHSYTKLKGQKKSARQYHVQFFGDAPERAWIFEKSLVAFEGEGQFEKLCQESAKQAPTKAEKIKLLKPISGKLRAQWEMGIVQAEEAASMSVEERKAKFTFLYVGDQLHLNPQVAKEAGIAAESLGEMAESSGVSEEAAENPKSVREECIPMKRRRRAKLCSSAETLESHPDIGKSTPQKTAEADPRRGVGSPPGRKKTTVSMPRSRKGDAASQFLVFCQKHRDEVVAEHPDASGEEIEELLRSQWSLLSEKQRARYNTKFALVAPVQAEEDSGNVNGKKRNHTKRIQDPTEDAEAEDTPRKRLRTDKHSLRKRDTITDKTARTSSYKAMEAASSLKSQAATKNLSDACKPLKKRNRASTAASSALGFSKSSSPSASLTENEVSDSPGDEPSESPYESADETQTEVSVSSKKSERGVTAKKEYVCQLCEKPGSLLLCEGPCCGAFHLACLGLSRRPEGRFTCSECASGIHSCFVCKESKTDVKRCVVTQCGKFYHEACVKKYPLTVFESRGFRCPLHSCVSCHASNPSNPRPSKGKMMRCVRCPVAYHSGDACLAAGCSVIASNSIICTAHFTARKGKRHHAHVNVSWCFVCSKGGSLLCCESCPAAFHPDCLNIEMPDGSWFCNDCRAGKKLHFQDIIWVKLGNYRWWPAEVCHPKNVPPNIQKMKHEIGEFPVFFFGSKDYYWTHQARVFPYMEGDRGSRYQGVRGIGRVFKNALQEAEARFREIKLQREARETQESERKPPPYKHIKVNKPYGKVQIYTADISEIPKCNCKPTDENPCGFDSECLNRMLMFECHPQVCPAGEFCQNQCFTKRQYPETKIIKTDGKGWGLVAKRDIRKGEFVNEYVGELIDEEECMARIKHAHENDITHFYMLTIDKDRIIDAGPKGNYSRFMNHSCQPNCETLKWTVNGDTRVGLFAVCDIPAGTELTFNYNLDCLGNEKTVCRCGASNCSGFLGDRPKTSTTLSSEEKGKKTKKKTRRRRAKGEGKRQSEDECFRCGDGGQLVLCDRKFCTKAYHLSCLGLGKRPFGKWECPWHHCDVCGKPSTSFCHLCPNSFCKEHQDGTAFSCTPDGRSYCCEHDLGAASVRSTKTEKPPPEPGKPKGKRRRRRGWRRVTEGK
SUMO Mot1 rescue = SUMOylation pathway inhibition by Mot1-301 growth rescue; 1% of 320,000 active; S. cerevisiae Mot1-301 growth rescue, ATP luminescence, 38.5C; percent above DMSO median, 100 means doubled; AID 2716; growth rescue, % at 18.8 µM;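 active = every valid replicate shows activation above 250% relative to neutral control wells; inactive = the rest, any valid replicate at or below 250%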;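 also: OY570 slx delta 5 strain wells were the positive control but not used for scaling; some compounds called inactive have numbers as strong as hits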
Pemphigus Ab inh = blocks pemphigus antibody binding to human desmoglein-3. P32926. DSG3-coupled beads, scFv-anti-DSG3-GFP binding, flow cytometry; hits give low values. binding (percent of control), % at 10 µM. 0.48% of 310,000 active;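 active = binding more than 3 SD below its plate's average and above zero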;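 also: hits lower antibody fragment binding to DSG3; some compounds called inactive have numbers as strong as hits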
SR-BI DiI-HDL act = activators of SR-BI mediated HDL lipid uptake; activation, % at 12.5 µM; CHO ldlA[mSR-BI] cells, DiI-HDL uptake fluorescence, 3 h; 100 = double the neutral-control signal; 0.096% of 320,000 active; AID 504775;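 active = mean replicate activation of at least 60% and every replicate at or above 60%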;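 also: 0% = median plate neutral-control signal and 100% = twice that signal; values of inactives mirror those of a sister screen read the other way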
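system = CHO ldlA[mSR-BI] cells, LDL receptor-null, SR-BI overexpressing | medium = Ham's F12 with 0.5% BSA, HEPES 25 mM, pH 7.4 | probe or stimulus = DiI-HDL 10 µg/mL | compound dosing = single-point compound dose | incubation = compound exposure 3 h, 37 °C | technique = DiI fluorescence, bottom read | read-out = cell-associated DiI fluorescence as measure of HDL uptake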
PKA-R1A act = PKA-R1A complex activation; 0.083% of 340,000 active; PKA-R1A dissociation, Cy5-IP20 fluorescence polarization; scaled: DMSO 0%, 113 µM cGMP 100%; AID 504707; activation, % at 11.4 µM;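 active = percent activation above the mean of all tested compounds plus 3 SD, cut at about 19% in these data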;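 also: higher means more PKAc released from R1A so a rise in polarization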
Arrestin-AP2 inh = inhibitors of human beta-arrestin and AP2 interaction; FITC-arrestin peptide / GST-AP2 beads, flow cytometry; AP2 beta2 appendage carries R879A mutation; inhibition, % at 10 µM; 0.31% of 340,000 active; AID 504490;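 active = inhibition above a set limit, near 3 SD of compounds lacking own fluorescence, cut at about 54% in these data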;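 also: plate controls were DMSO wells for no effect and 5 µM unlabelled arrestin peptide for full effect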
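Assay system: GST-AP2 R879A bound to glutathione beads, E. coli-expressed; Medium: PBS with 0.05% Tween 20 and 0.1% BSA; Also added: fluorescein-tagged arrestin peptide at 50 nM final; Timing: 12 min plus 1 h, RT; Measured by: flow cytometry, FL1 (488/535 nm); Evaluation: percent drop in bead-associated FITC signal.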
MITF act = MITF TRPM1 promoter activation in melanoma cells | activation, % at 12.5 µM | 0.75% of 300,000 active | AID 588334 | SK-MEL-5 TRPM1-promoter luciferase, 24 h; % of positive control, neutral wells = 0;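 active = mean activation of at least 80% with every replicate also reaching 80%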;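 also: 0% = neutral control wells and 100% = parthenolide positive control wells; values of inactives mirror those of a sister screen read the other way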
The depositor's hits bear a star; i = inactive; x = not tested or not shown; + = active, no number.

SMILES	SR-BI DiI inh	CDK5 inh	PKA-R2B act	dFosB activator	NSD2 inh	SUMO Mot1 rescue	Pemphigus Ab inh	SR-BI DiI-HDL act	PKA-R1A act	Arrestin-AP2 inh	MITF act
CN(Cc1cccnc1)C(=O)CC1C(=O)NCCN1Cc1ccc(-c2ccccc2)cc1 (stereo not drawn)	x	0.7	-12	-2	-3	-16	93	x	-8	9	8
O=C(Nc1ccc2c(c1)oc1ccccc12)C1CC1	22	-0.8	3	0	-1	+	108	-22	-3	-1	x
COc1ccccc1NS(=O)(=O)c1cccc(C(=O)N2CC(C)OC(C)C2)c1 (stereo not drawn)	6	-3.8	-7	-4	2	43	103	-6	6	-2	0
COc1ccc(-n2nnnc2SCC(=O)NCc2cccs2)cc1	-7	0.7	-4	4	-5	-4	112	7	-8	15	-13
COc1ccc(S(=O)(=O)N2CCN(c3ccc(F)cc3)CC2)cc1C(=O)N1CCCC1	x	1.1	-4	-9	-3	3	101	x	0	1	x
Cc1cccc(Nc2c(O)nc[nH]c2=O)c1	-22	0.7	-3	-2	0	x	95	22	-1	-6	-11
COC(=O)CSc1nccc(-c2ccc(F)cc2)c1C#N	2	-0.1	9	-5	-7	x	98	-2	0	21	9
COc1ccc(NS(=O)(=O)c2ccc(Cl)c(C(=O)O)c2)cc1S(=O)(=O)N1CCCCC1	-7	-1.2	-2	1	6	-8	98	7	-6	0	4
CCOc1ccc(-n2c(C)cc(/C=N/Nc3nc(C)cc(=O)[nH]3)c2C)cc1	47	0.0	-14	-17	x	-9	100	-47	6	10	9
CCn1c(=NC(=O)CSC(C)=O)sc2ccccc21	20	2.0	-2	-1	1	-8	127	-20	-8	6	3
O=Cc1cnc2ccccc2c1-c1ccccc1	13	0.1	-6	-5	-2	9	113	-13	-8	-9	x
O=C1C(=O)N(Cc2cccc([N+](=O)[O-])c2)c2ccccc21	9	0.3	6	-5	-1	4	85	-9	-4	6	0
COc1ccccc1CN(C)C(=O)C1(c2ccc(Cl)cc2)CC1	30	0.5	0	-5	0	7	105	-30	-2	-15	2
O=C(CSc1nc(-c2ccccc2Cl)ns1)NCc1ccc2c(c1)OCO2	9	-7.4	7	-8	-1	11	75*	-9	-5	-5	10
Cc1ccc(CNC(=O)/C=C/C(=O)O)cc1	-41	-3.3	-15	0	-3	-3	98	41	7	8	x

Next part (two carried over from the part before).
SMILES	SR-BI DiI inh	CDK5 inh	PKA-R2B act	dFosB activator	NSD2 inh	SUMO Mot1 rescue	Pemphigus Ab inh	SR-BI DiI-HDL act	PKA-R1A act	Arrestin-AP2 inh	MITF act
O=C(CSc1nc(-c2ccccc2Cl)ns1)NCc1ccc2c(c1)OCO2	9	-7.4	7	-8	-1	11	75*	-9	-5	-5	10
Cc1ccc(CNC(=O)/C=C/C(=O)O)cc1	-41	-3.3	-15	0	-3	-3	98	41	7	8	x
COc1ccc(CNc2nc3ccccc3n2CCN2CCCCC2)c(OC)c1	11	-1.1	-7	-9	7	-10	110	-11	4	23	-14
COc1ccccc1/C=N/NC(=O)CSc1cc(C)nc2ccccc12	15	-2.4	-2	-10	2	2	104	-15	-19	6	-2
O=C(NCc1ccc(-c2nc3ccccc3s2)cc1)c1cc2ccccc2o1	-28	0.9	6	-7	-2	-12	100	28	6	22	21
Fc1cc(NC(=S)NCc2ccc(CNC(=S)Nc3ccc(Cl)c(F)c3)cc2)ccc1Cl	73*	-1.9	4	9	0	-9	78	-73	-2	11	-11
CC(OC(=O)c1ccc(Cl)nc1)C(=O)Nc1ccc2c(c1)OCO2 (stereo not drawn)	4	1.5	0	1	7	1	x	-4	0	-5	11
COc1ccc(CC(=O)Oc2ccc(F)cc2)cc1	-12	0.7	-1	0	-1	-9	113	12	-4	-17	x
COc1ccc(CN2C(=O)c3c(c(C)n(C)c3C)C2C(=O)NC2CCC(C)CC2)cc1 (stereo not drawn)	-33	4.2	-4	-7	-2	697*	117	33	-12	6	-2
Cc1cccc(Nc2nnc(SCC(=O)NC(=O)Nc3ccc4c(c3)OCCO4)s2)c1	-11	-2.2	-1	-5	1	-5	95	11	10	12	5
Cc1cccc(C)c1NC(=O)NC1CCc2ccccc21 (stereo not drawn)	10	1.0	8	2	0	3	97	-10	5	6	0
C#CCN1C=C(C(=O)OCC)C(C)NS1(=O)=O (stereo not drawn)	-2	0.6	5	-3	x	x	96	2	-13	-4	-1
O=[N+]([O-])c1ccc(OCC(O)CN(C2CCCCC2)C2CCCCC2)cc1 (stereo not drawn)	-12	-1.2	-11	-6	3	-8	124	12	-2	12	15
COc1ccc(OCCCC(=O)OCC(=O)Nc2nnc(-c3ccccc3)o2)cc1	-8	-1.7	12	-11	-3	0	109	8	-3	0	-1
Cc1nc([N+](=O)[O-])cn1CC(=O)Nc1ccc(Cl)cc1	-24	-0.3	-1	5	-1	4	111	24	-9	-19	-6
O=C(NCC(c1ccco1)N1CCOCC1)c1ccc(C(F)(F)F)cc1 (stereo not drawn)	-30	0.6	-5	-5	x	-1	104	30	-4	7	5
CC(C)c1nc(=S)n(-c2ccccc2)[nH]1	-26	2.9	-5	-3	1	14	108	26	-1	16	3
Cc1cc(S(=O)(=O)NCC(c2ccc(F)cc2)N2CCN(C)CC2)ccc1F (stereo not drawn)	5	0.3	0	3	2	-25	99	-5	-8	4	23
Cc1nc(SCC(=O)Nc2ccccc2Cl)oc1C	-5	-2.3	2	-4	5	-6	102	5	-8	0	-6
CN(C)C(=O)COc1ncnc2scc(-c3ccc(F)cc3)c12	1	0.6	-5	-9	6	1	117	-1	0	-11	-9
CC(=O)c1cc(CN2CCC(n3nccc3NC(=O)c3ccccc3)CC2)cs1	-14	1.0	-4	-7	-2	-14	104	14	-1	-4	-6
CCOC(=O)C(Oc1ccc2c(-c3ccc(OC)cc3)cc(=O)oc2c1C)c1ccccc1 (stereo not drawn)	67	-14	-3	-7	53*	173	104	-67	4	5	13
O=S(=O)(Nc1ncccn1)c1ccccc1	-29	0.1	1	2	-3	38	98	29	4	25	-1
Nc1c(-c2ccccc2)sc2ccc3ccccc3[n+]12	0	2.9	9	7	5	-9	90	0	4	-4	35
c1ccc2c(Nc3nncs3)c3ccccc3nc2c1	3	0.0	5	-3	28	314*	96	-3	15	-6	-2
O=C(O)c1cc2ncc(-c3[nH]ncc3[N+](=O)[O-])cn2n1	-4	1.4	-2	-1	3	-11	101	4	-5	2	9
COc1cc(-c2cc(-c3ccc(O)cc3)nc(N)c2C#N)ccc1O	84*	3.6	4	-2	-10	13	100	-84	-1	35	5
CCOc1ccc(CCNC(=O)c2cc([N+](=O)[O-])ccc2N2CCOCC2)cc1OCC	40	-4.3	-5	-6	2	-9	105	-40	2	-2	2
COc1ccc(C=O)c(OCc2cn(CC(=O)c3ccc(O)cc3)nn2)c1	18	0.8	-9	-4	x	x	111	-18	-8	7	1
COc1cc(CN2CCc3ccc(NC(=O)CCc4ccccc4OC)cc3C2)ccc1O	70*	-0.9	-2	-8	-2	16	123	-70	1	1	-5
O=C(CSc1nc2ccc(Cl)cc2[nH]1)NCCc1ccccc1	12	-0.3	2	-4	-1	8	100	-12	-7	2	-16
O=C(CN1CCN(CC(=O)Nc2ccccc2F)CC1)Nc1ccc2c(c1)OCCO2	7	1.2	-3	-9	1	56	101	-7	7	-1	-1
CCC(C)C(NC(=O)c1ccc(Cl)cc1Cl)C(=O)O (stereo not drawn)	-27	-0.6	-1	-5	4	5	101	27	-7	10	-9
CCOC(=O)N1CCC(N2C(=O)c3ccccc3C2Nc2ccc(S(=O)(=O)N3CCOCC3)cc2)CC1 (stereo not drawn)	0	-1.1	-12	2	1	5	96	0	-12	-19	7
O=C(CCc1n[nH]c(=O)[nH]c1=O)N/N=C/c1ccc(Br)o1	-4	0.1	-4	-5	-4	-6	100	4	-9	-11	2
CCNc1ccc(C(=O)O)cc1N	-17	x	10	-15	44	5	91	17	-7	16	0
O=C(NCC1CCN(c2ccc(S(=O)(=O)N3CCOCC3)cc2)CC1)c1cccc(Cl)c1	62	1.7	-14	2	-1	76	139	-62	-9	-52	-18
O=C(COc1ccccc1F)N1CCN(S(=O)(=O)/C=C/c2ccccc2)CC1	-11	0.8	-1	7	-5	-6	86	11	-13	3	-5
CCc1ccc2oc(-c3cc(N)cc(C)c3O)nc2c1	28	0.5	-1	-3	1	4	x	-28	-24	2	25
COc1ccccc1C(=O)OCn1nnc2ccccc2c1=O	-7	2.8	-7	-6	x	-6	97	7	-10	-4	0
CCOc1ccc(C(=O)NCC(=O)OCC(=O)Nc2nnc(-c3ccccc3)o2)cc1	-10	0.4	-2	-9	1	1	x	10	-5	5	7
CN1CCCN(C(=O)c2cc(=O)[nH]c3ccccc23)c2nc3ccccc3nc21	-4	0.4	14	-5	-2	-4	x	x	-4	-8	-4
O=C(CSc1nnc(CNC(=O)c2c(F)cccc2F)o1)Nc1ccc2c(c1)OCO2	8	1.3	12	0	-2	-5	102	-8	0	33	8
O=[N+]([O-])c1cc(-c2ccc(/C=N/n3cnnc3)o2)ccc1Cl	12	-0.1	-2	9	7	i	98	-12	11	4	x
Cc1cc(C)n(CCCN2C(=O)c3cccc4cccc(c34)C2=O)n1	-7	0.8	3	-2	-1	-2	86	7	-1	1	5
CCCCSc1nc2sc3c(c2c(=O)n1-c1ccc(C)cc1)CCN(C)C3	-26	1.4	-4	-14	4	-9	105	26	-17	7	9
CN1CCN(C2=C(Cl)C(=O)N(c3ccc(Cl)c(Cl)c3)C2=O)CC1	-8	-1.1	4	-2	x	-9	99	8	2	5	14
CCOc1ccc2oc(C(=O)N(CC)CC(=O)Nc3c(F)cccc3F)c(C)c2c1	-1	-0.4	4	-12	-1	6	99	1	-6	-4	-1
COC/C=C/C1=CC2=CC(=O)C(C)(OC(=O)c3cnc4ccccc4n3)C(=O)C2=CN1c1ccc(OC)cc1 (stereo not drawn)	7	0.8	-9	-23	x	-6	102	-7	-4	19	-11
